IMPase Li cell: cell-permeable IMPase inhibitors with lithium potentiation; AID 1457; Potency, µM (highest dose often 59.4 µM), without a hit: top-dose activity, negative = IMPase inhibition, actives largely listed as inhibitors; 210,000 tested, 0.35% active; CHO-M1 cells, IP1 TR-FRET (IP-One), carbachol + lithium;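 also: IP1 builds up when IMPase is blocked and the TR-FRET signal falls; potency is read from the fitted curve at half-maximal effect; plate controls were basal vehicle for no effect and high inhibitor control for full effect; nearly all actives have a fitted effect of over 50% in size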
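Steps: plate 2000 CHO-M1 cells per well and culture 16–30 h; add compound and lithium; incubate 30 min, 37C; add d2-IP1 tracer and Eu cryptate anti-IP1 antibody in lysis buffer; read after 10 min at room temperature.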
Luc counter: counter-screen: inhibitors of Kinase-Glo firefly luciferase; Kinase-Glo luciferase, ATP luminescence, 8 min; AID 1379; 200,000 tested, 0.28% active; Q27757; Potency, µM (series often up to 38.3 µM), for the others: at the top dose activity change, negative = inhibition, actives largely listed as inhibitors; also: potency is read from the fitted curve at half-maximal effect; % is scaled to controls: 0 for no effect and ±100 for the full control effect; nearly all actives have a fitted effect of over 60% in size
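Light output from Kinase-Glo luciferase with luciferin and 10 uM ATP in 50 mM imidazole pH 7.2, KCl, MgCl2, Tween 20, BSA; compound pin-delivered, 8-min ambient incubation, then luminescence read.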
HttQ103 aggreg: mutant huntingtin aggregation inhibition; PC12 HttQ103-GFP aggregates, Acumen cytometry, 40 h; Potency, µM (highest dose often 46.1 µM), without a hit: at the top dose activity change, negative = inhibition, most hits filed as inhibitors; 220,000 tested, 1.1% active; also: potency is read from the fitted curve at half-maximal effect; % is scaled to controls: 0 for no effect and ±100 for the full control effect; nearly all actives have a fitted effect of over 60% in size
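Multiplexed with ATP-based cell death, this channel scores GFP aggregates in PC12 cells expressing inducible HTTex1-Q103-GFP. Induction used 100 nM tebufenozide; compounds were tested in concentration series.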
Epigenetic derep: regulators of epigenetic silencing causing reporter derepression in mouse cells; murine LDR cells, GFP reporter derepression, 30 h; Potency, µM (top dose mostly 53.9 µM), inactives show top-dose GFP activation, hits mostly activators; 280,000 tested, 0.2% active; AID 1865; also: potency is read from the fitted curve at half-maximal effect; % of control where 0% means no effect; nearly all actives have a fitted effect of over 60% in size
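Reporter derepression read as number of fluorescent GFP-positive objects, 20-120 um in size, counted by laser-scanning cytometer. Mouse LDR line with an epigenetically silenced CMV-GFP locus; compound incubation 30 h, 37 C.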
NPSR antag: antagonists of human neuropeptide S receptor cAMP signaling. Q6W5P4. CHO-NPSR cells, cAMP TR-FRET, antagonist mode. Potency, µM (titrated, usually from 38.3 µM), without a hit: at the top dose activity change, negative = inhibition, usual class: inhibitors. 220,000 tested, 1% active. AID 1461; also: potency is read from the fitted curve at half-maximal effect; % is scaled to controls: 0 for no effect and ±100 for the full control effect; nearly all actives have a fitted effect of over 50% in size; many of its hits are not listed in these tables
L3MBTL1 block: L3MBTL1 (human) inhibition; Q9Y468; AlphaScreen L3MBTL1–H3K9me1 peptide binding; Potency, µM (highest dose often 57.1 µM), for inactives: at the highest dose activity, negative = inhibition, hits mostly inhibitors; 230,000 tested, 0.66% active; also: potency is read from the fitted curve at half-maximal effect; % is scaled to controls: 0 for no effect and ±100 for the full control effect; nearly all actives have a fitted effect of over 60% in size
Target sequence (Q9Y468 whole entry, looked up): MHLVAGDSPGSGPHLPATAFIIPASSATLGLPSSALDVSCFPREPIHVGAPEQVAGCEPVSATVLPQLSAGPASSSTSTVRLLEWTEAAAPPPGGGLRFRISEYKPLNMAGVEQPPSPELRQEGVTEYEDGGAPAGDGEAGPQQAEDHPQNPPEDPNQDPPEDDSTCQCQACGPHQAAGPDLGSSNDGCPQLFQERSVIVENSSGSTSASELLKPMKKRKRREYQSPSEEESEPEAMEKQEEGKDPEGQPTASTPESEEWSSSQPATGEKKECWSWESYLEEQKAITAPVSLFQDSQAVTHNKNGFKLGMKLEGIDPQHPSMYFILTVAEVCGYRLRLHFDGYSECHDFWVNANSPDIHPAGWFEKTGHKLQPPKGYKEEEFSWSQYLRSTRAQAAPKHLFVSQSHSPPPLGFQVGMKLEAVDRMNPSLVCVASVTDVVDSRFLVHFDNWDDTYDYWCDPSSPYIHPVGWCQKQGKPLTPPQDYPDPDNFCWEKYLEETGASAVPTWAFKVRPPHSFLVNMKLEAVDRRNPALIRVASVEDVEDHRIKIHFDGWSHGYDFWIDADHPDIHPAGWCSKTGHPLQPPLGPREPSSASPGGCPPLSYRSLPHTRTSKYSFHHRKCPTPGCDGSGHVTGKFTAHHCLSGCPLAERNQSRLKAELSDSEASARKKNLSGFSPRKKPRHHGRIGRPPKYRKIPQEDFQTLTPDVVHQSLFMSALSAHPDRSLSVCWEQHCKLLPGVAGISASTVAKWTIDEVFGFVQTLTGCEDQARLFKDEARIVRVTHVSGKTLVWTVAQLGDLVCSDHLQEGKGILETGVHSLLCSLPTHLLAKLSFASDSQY
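L3MBTL1 50 nM + b-AHA-H3(1-15)K9me1 75 nM, 30 min RT; compound added, 30 min RT; streptavidin donor/Ni-chelate acceptor beads 10 ug/mL each final, 30 min RT dark; AlphaScreen read.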
CBFb-RUNX1 inh: CBF-beta/RUNX1 interaction disruption; AlphaScreen CBFb-His/RUNX1-biotin binding, biochemical; AID 1477; 230,000 tested, under 10 active; Potency, µM (titrated, usually from 59.8 µM), without a hit: at the top dose activity, negative = inhibition, most hits filed as inhibitors; Q01196+Q13951; also: % of control where 0% means no effect
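Read-out: AlphaScreen. Format: His-CBF-beta with biotinylated RUNX1 (30 nM each) preincubated 20 min, compound 15 min, Ni-chelate plus streptavidin beads 90 min; room temperature throughout.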
The depositor's hits bear a star; u = inconclusive; x = no result given; [ ] = remark or other dose. Calls follow the shape of the dose curve; as a rule, active = well fitted curve in the direction sought with a large enough effect; inconclusive = small, poorly fitted or top-dose-only effect, or another doubt; inactive = no such curve, though single readings can be large; an effect the other way counts as inactive or inconclusive. Only part of the results is shown; the hit share may differ from the screen's.

SMILES | IMPase Li cell | Luc counter | HttQ103 aggreg | Epigenetic derep | NPSR antag | L3MBTL1 block | CBFb-RUNX1 inh
COc1cc(C(c2sc3nc(C)nn3c2O)N2CCc3ccccc3C2)cc(OC)c1OC (stereo unspecified) | 10.3%[38.3 µM] | 4.2% | 4.3% | 0.0% | -9.4%[46.1 µM] | 3.3% | 6.5%
CN(C)c1cc(-c2ccc([N+](=O)[O-])cc2)oc(=O)c1Cl | x | x | -26.2%[9.22 µM] | u | 13.2% | -22.1% | -5.4%
COc1cccc(N/C=C(\C#N)c2ccc(OCCCF)cc2)c1 | 28.8%[38.3 µM] | -2.8% | -5.4% | 2.1% | -20.0%[46.1 µM] | x | -3.6%
CC1=CC(C)(C)N(S(=O)(=O)c2ccc(C)cc2)c2ccccc21 | 41.0%[activator][38.3 µM] | 1.1% | 8.5%[9.22 µM] | 7.0% | u | x | 15.5%
CCc1ccc2oc(-c3ccc(OC)cc3)cc(=Nc3c(C)n(C)n(-c4ccccc4)c3=O)c2c1 | 27.8% | -4.1% | u | 0.9% | u | x | 4.7%
CC1CCN(S(=O)(=O)N2CCC(C(=O)NCCN3CCOCC3)CC2)CC1 | 13.7%[38.3 µM] | 18.5% | -13.6% | -1.0% | 16.4%[46.1 µM] | x | -1.9%
CCOc1ncccc1C(=O)OC(C)C(=O)NC(=O)NC1CCCCC1 (stereo unspecified) | 0.5% | -1.3% | -3.8% | 1.1% | 5.2% | x | 1.8%
COc1ccc(O)c(C(=O)c2coc(=N)c(C(=O)Nc3ccc(SC(F)F)cc3)c2)c1 | 7.8% | -7.8% | u | -4.4% | -22.5% | x | -5.1%
CN(C)c1ccc(C(c2nnnn2C(C)(C)C)N2CCc3ccccc3C2)cc1 (stereo unspecified) | -14.2%[38.3 µM] | -5.7% | 13.3% | -1.6% | -16.9%[46.1 µM] | -5.9% | 11.5%
COc1cc(NS(=O)(=O)c2ccc(NC(=S)NC(=O)C(C)(C)C)cc2)nc(OC)n1 | 21.2%[38.3 µM] | -1.1% | 0.9% | 3.8% | -16.3%[46.1 µM] | x | -4.8%
Cc1ccc(N(CC(=O)NCc2ccco2)S(=O)(=O)c2ccccc2)cc1 | -1.2%[38.3 µM] | 1.0% | -1.0% | 7.6% | -15.3%[46.1 µM] | -17.1% | -14.4%
CCC1=C2CC[C@H]3C(=O)N(CC)C(=O)[C@H]3[C@H]2[C@@]2(C)C(=NCCc3c[nH]c4ccccc34)OC(=O)N2C1=O | 0.9% | 5.1% | x | 4.0% | x | x | 1.5%
CCCCC(CC)C(=O)N1CCN(C(=O)c2ccco2)CC1 (stereo unspecified) | 2.8% | 0.6% | -9.9% | -1.0% | 1.4% | -3.8% | 7.1%
COc1cccc(C(=O)NCc2nnc(SCC(=O)Nc3nccs3)n2-c2ccccc2)c1 | 6.9% | 2.0% | -10.5% | -1.0% | -1.0%[46.1 µM] | -11.8% | 4.4%
Cc1c(Cl)cccc1NC(=S)NCc1ccco1 | x | x | -2.5%[9.22 µM] | 0.0% | -7.3% | -8.3% | 3.8%
O=C(O)c1ccc(N2C(=O)Nc3ccccc3N2O)cc1 | -9.1% | x | 8.4% | 2.6% | 21.5% | x | -2.0%
O=C1C2C3C=CC(C3)C2C(=O)N1CCC(=O)N1CCc2ccccc21 (stereo unspecified) | 5.4% | 2.7% | -7.5% | -1.1% | 1.8%[46.1 µM] | 9.4% | 0.8%
C=CCOC(=O)C1=C(C)NC(SCC(=O)Nc2nccs2)=C(C#N)C1c1ccc(Cl)cc1 (stereo unspecified) | 18.9%[38.3 µM] | -2.3% | 13.5% | -1.2% | u | u | -1.1%
CC(=O)NC(=S)Nc1ccc(NC(=O)COc2ccc(Cl)cc2)cc1 | 10.3%[38.3 µM] | -2.7% | 12.7% | 1.4% | -12.9%[46.1 µM] | x | 3.6%
Cc1nnc(SCc2c(Cl)cccc2[N+](=O)[O-])s1 | 8.6% | -2.8% | 6.6% | -0.4% | 5.6% | -5.1% | -23.8%
COc1cc(OC)c(C(=O)OC(C)C(=O)Nc2cc(C(F)(F)F)ccc2Cl)cc1OC (stereo unspecified) | 1.1% | -1.0% | 8.4% | 5.3% | -28.1% | -3.8% | 2.1%
COc1ccc(CCNC(=O)Nc2ccccc2[N+](=O)[O-])cc1 | -3.1% | -3.1% | 11.8% | 7.2% | 7.2% | -6.2% | -4.3%
COc1ccc2c(c1)C(=O)[C@@H](OC(=O)NCCc1ccc(OC)c(OC)c1)[C@H](c1ccc(OC)c(Br)c1)O2 | 4.0% | 1.4% | x | -1.1% | x | x | -8.1%
Cc1ccc(C(=O)Nc2ccc3c(c2)ncn3C)cc1 | 28.7%[38.3 µM] | 1.4% | -9.2% | 0.0% | -8.2%[46.1 µM] | x | -0.7%
CCS(=O)(=O)c1ccc(O)c(NC(=O)Nc2cccc3ccccc23)c1 | x | x | -8.1%[9.22 µM] | -1.3% | -15.8% | x | -10.7%
O=C(O)c1cc(-c2ccccc2)c(N2CCOCC2)s1 | 13.8%[38.3 µM] | 7.8% | 6.7%[9.22 µM] | 0.0% | -1.6%[46.1 µM] | x | -6.2%
Cc1cc(=O)[nH]c(SCC(=O)c2ccc(C)c(C)c2)n1 | -2.2%[38.3 µM] | -0.5% | -13.0% | -1.1% | -6.9%[46.1 µM] | 1.3% | 3.0%
Brc1ccc2nc(-c3c[nH]c4ccccc34)cn2c1 | -4.3% | -6.9% | 15.3% | 1.1% | -5.0% | -11.5% | -12.6%
CC(=O)ON1C(C)(C)Cc2noc(N)c2C1(C)C | -2.9%[38.3 µM] | 6.3% | 2.1% | -1.0% | -16.6%[46.1 µM] | 0.2% | 0.5%
CC(=O)N1CCN(C(=O)CCc2c[nH]c3ccccc23)CC1 | -16.1%[38.3 µM] | 1.0% | -1.7% | 4.8% | -7.2%[46.1 µM] | -3.9% | -0.2%
Cc1nc(N)sc1C(=O)N/N=C/c1cccnc1 | 2.5% | -10.8% | -7.4% | 0.9% | 15.2% | x | 0.3%
CCCC(=O)N(CCc1ccccc1)Cc1nc2ccccc2c(=O)[nH]1 | -2.3%[38.3 µM] | -4.4% | 2.7% | -0.3% | -12.0%[46.1 µM] | 5.6% | 3.9%
COC(=O)c1cc(NC(=O)C2CC2)cc(C(=O)OC)c1 | -79.0%[38.3 µM] | 3.1% | 13.9% | 5.9% | -15.8%[46.1 µM] | 3.4% | 1.4%
CC(=O)OC[C@H]1O[C@@H](Sc2cccc3cccnc23)[C@H](OC(C)=O)[C@@H](OC(C)=O)[C@@H]1OC(C)=O | -1.0% | 2.1% | -14.2% | -1.8% | 17.0% | 6.8% | 7.1%
Cn1nnc(NC(=O)c2cccs2)n1 | -1.8% | -0.9% | 8.0% | 0.0% | 14.3% | 13.5% | 5.3%
CCCCOC(=O)Nc1ccc(S(=O)(=O)Nc2nc(C)cc(C)n2)cc1 | 0.3%[38.3 µM] | -0.5% | -9.4% | 1.2% | -5.4%[46.1 µM] | x | -4.0%
COc1ccccc1Oc1ccc2c(c1)C(=O)N(c1ccccc1)C2=O | 14.4% | 0.4% | -18.8% | 1.0% | 14.4%[46.1 µM] | 18.6% | 4.6%
N#C/C(=C/c1cn(-c2ccccc2)nc1-c1cccc(S(=O)(=O)N2CCCC2)c1)C(=O)NCc1ccco1 | 12.1% | 2.4% | 11.4% | -1.8% | -33.4% | u | -13.2%
CCSc1ccc(NC(=O)c2cccnc2)cc1 | 10.7%[38.3 µM] | -1.5% | 4.2% | 0.4% | -8.4%[46.1 µM] | -6.1% | 4.3%
CCc1cccc(C)c1NC(=O)c1cccc(N(C)C)c1 | 6.7%[38.3 µM] | -5.0% | 6.6% | 1.8% | -18.4%[46.1 µM] | -4.7% | -1.8%
CS(=O)(=O)C1=C(O)C(=O)N(c2ccccc2)C1c1ccccc1 (stereo unspecified) | 12.8%[38.3 µM] | 0.1% | 6.9% | 0.0% | 10.7%[46.1 µM] | -7.5% | 5.3%
CC(C)[C@H](Nc1ccc(C(F)(F)F)cc1[N+](=O)[O-])C(=O)O | x | x | 8.9%[9.22 µM] | -1.2% | -17.0% | 9.9% | -1.4%
Cc1cccc(N2CCN(C(=O)c3cc4c(=O)n(C)c5ccccc5c4n3C)CC2C)c1 (stereo unspecified) | 8.3%[38.3 µM] | 0.6% | u | 4.0% | u | x | -20.8%
O=C(NCCC1=CCCCC1)C1CCN(S(=O)(=O)c2cccc3nsnc23)CC1 | 5.2% | 0.6% | 3.8% | -2.9% | -4.1%[46.1 µM] | -5.3% | -0.1%
O=C(N/N=C/c1ccc(OCC2COCCO2)cc1)c1ccc(Br)cc1 (stereo unspecified) | 10.0% | 0.0% | 18.4% | 3.5% | -8.2% | -4.2% | -3.0%
O=C(CCC1CCCCC1)Nc1c2c(nn1-c1ccc(F)cc1)CS(=O)(=O)C2 | -4.3%[38.3 µM] | -5.2% | -0.2% | -2.1% | -18.9%[46.1 µM] | -5.8% | -1.4%
CC(C)(C)c1cc(NCc2ccccn2)n2ncc(-c3ccc(Cl)cc3)c2n1 | x | x | -5.3%[9.22 µM] | 1.1% | u | 8.0% | 5.6%
Cc1ccccc1-c1nc(CN(Cc2c(C)nn(C)c2C)C2CC2)c(C)o1 | -2.1% | 1.6% | -1.6%[9.22 µM] | -0.4% | -38.1% | -6.4% | -2.4%
COc1cccc(-n2nc(C(=O)N3CC(C)CC(C)C3)c3ccccc3c2=O)c1 (stereo unspecified) | 14.8%[38.3 µM] | -2.9% | 23.6% | -0.3% | -15.5%[46.1 µM] | x | -4.3%
C=CC(C)(O)CC1[C@@]2(C)CCCC(C)(C)C2CC[C@]1(C)O (stereo partly specified) | -6.9% | -2.6% | x | -0.3% | x | x | 6.6%

Full records, quoted from the list. Screens in order: IMPase Li cell	Luc counter	HttQ103 aggreg	Epigenetic derep	NPSR antag	L3MBTL1 block	CBFb-RUNX1 inh
O=C(NCCC1=CCCCC1)C1CCN(S(=O)(=O)c2cccc3nsnc23)CC1 reads 5.2%	0.6%	3.8%	-2.9%	-4.1%[46.1 µM]	-5.3%	-0.1%
COc1cccc(-n2nc(C(=O)N3CC(C)CC(C)C3)c3ccccc3c2=O)c1 (stereo unspecified) reads 14.8%[38.3 µM]	-2.9%	23.6%	-0.3%	-15.5%[46.1 µM]	x	-4.3%
O=C(N/N=C/c1ccc(OCC2COCCO2)cc1)c1ccc(Br)cc1 (stereo unspecified) reads 10.0%	0.0%	18.4%	3.5%	-8.2%	-4.2%	-3.0%
